rTrxR1 inhibitor: rat TrxR1 inhibition | recombinant rTrxR1, NADPH fluorescence consumption, selenite substrate | Potency, µM (titrated, usually from 114 µM), for the others: top-dose activity change, negative = inhibition, most hits filed as inhibitors | hit rate 1% among 390,000 | AID 588453; further: potency means the concentration at half of the fitted maximal effect; on the % scale 0 is the no-effect control and ±100 the full control effect; nearly all actives have a fitted effect of over 65% in size
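Rat TrxR1 (90 nM in the dispensed reagent) was pre-reduced with 400 uM NADPH for 5 min at room temperature, then incubated with compound for 15 min. After 400 uM selenite was added, NADPH fluorescence (Ex 340/Em 450 nm) was followed for 8 min.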
GRP78 ERSR act: inducers of ER stress response in human glioma cells | Potency, µM, without a hit: top-dose activation, most hits filed as activators | U87-MG GRP78 promoter luciferase reporter, 16 h | AID 602332 | hit rate 0.02% among 420,000; further: potency means the concentration at half of the fitted maximal effect; series mostly up to about 76 µM; % of control where 0% means no effect; nearly all actives have a fitted effect of over 35% in size
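Stably transfected U87-MG human glioma cells carrying a GRP78-based luminescent sensor were seeded at 1000 cells/well, pin-dosed with compounds and incubated 16 h. Luciferase reagent was then added, and end-point luminescence was read after 10 min at room temperature.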
TrxR1 substrate: substrates of rat thioredoxin reductase 1; purified TrxR1 substrate turnover, NADPH consumption readout; hit rate 0.01% among 390,000; O89049; Potency, µM (titrated, usually from 114 µM), for inactives: at the top dose activity change, negative = substrate turnover; further: potency means the concentration at half of the fitted maximal effect; on the % scale 0 is the no-effect control and ±100 the full control effect; nearly all actives have a fitted effect of over 50% in size
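Rat TrxR1, dispensed at 90 nM, was prereduced with 400 uM NADPH (final) for 5 min at ~22 deg C, then incubated with compound 15 min before 400 uM selenite. A first-read NADPH fluorescence drop versus no-compound background flagged substrates.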
Vif-APOBEC3G blk: inhibitors of Vif-APOBEC3G interaction | HeLa A3G-eYFP + Vif (tagged APOBEC3G with the HIV-1 protein that degrades it), YFP fluorescence, overnight | hit rate 0.076% among 410,000 | Potency, µM (doses to about 46.1 µM), inactives show top-dose activity, negative = active, usual class: inhibitors | Q9HC16;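 further: potency means the concentration at half of the fitted maximal effect; on the % scale 0 is the no-effect control and ±100 the full control effect; nearly all actives have a fitted effect of over 60% in size; hits raise eYFP signal because A3G escapes Vif-driven loss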
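Read-out is eYFP fluorescence (Ex 488/Em 500-530) from Vif-expressing HeLa A3G-eYFP cells; more signal means A3G escaped Vif-mediated degradation. Cells plated overnight, compound pinned in, incubated overnight at 37 deg C.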
USP1-UAF1 inh: USP1/UAF1 (human) deubiquitinase inhibition. Potency, µM (doses to about 57.1 µM), inactives show at the top dose activity change, negative = inhibition, hits mostly inhibitors. hit rate 0.23% among 390,000. AID 743255. recombinant USP1/UAF1, Ub-Rhodamine cleavage fluorescence. O94782; further: potency means the concentration at half of the fitted maximal effect; on the % scale 0 is the no-effect control and ±100 the full control effect; nearly all actives have a fitted effect of over 60% in size; inactives centre near -12
Target sequence (O94782 whole entry, looked up): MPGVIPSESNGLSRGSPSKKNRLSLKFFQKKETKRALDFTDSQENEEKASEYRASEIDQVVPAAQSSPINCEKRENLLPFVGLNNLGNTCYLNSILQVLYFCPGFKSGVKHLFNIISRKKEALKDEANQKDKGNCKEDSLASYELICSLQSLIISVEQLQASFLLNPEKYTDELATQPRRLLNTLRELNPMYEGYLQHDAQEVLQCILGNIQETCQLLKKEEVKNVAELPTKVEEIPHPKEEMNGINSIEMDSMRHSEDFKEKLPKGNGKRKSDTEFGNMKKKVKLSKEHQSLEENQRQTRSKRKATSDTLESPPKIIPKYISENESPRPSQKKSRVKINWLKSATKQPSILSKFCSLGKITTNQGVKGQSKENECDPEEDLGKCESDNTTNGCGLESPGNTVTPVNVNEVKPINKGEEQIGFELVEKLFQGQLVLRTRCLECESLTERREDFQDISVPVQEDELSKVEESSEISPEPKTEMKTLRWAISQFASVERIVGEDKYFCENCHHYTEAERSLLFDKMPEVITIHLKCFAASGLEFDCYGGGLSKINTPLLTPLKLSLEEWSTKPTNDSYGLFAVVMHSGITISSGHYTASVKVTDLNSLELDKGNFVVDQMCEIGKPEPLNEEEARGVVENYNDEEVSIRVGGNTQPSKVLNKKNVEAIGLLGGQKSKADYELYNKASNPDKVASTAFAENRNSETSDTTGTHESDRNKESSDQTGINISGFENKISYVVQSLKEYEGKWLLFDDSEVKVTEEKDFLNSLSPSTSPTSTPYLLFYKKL
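In this screen, compounds sit with the deubiquitinase complex (1nM) for 15 min at room temperature before Ub-Rho is added at 150nM final. Fluorescence rise is then followed for 6 reads every 60 seconds.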
mIDH1 inhibitor: blocks human mutant IDH1 R132H enzyme; O75874; IDH1-R132H enzyme, NADPH consumption, diaphorase/resazurin fluorescence; Potency, µM (titrated, usually from 76.6 µM), inactives show at the top dose activity change, negative = inhibition, hits mostly inhibitors; hit rate 0.093% among 390,000; further: potency means the concentration at half of the fitted maximal effect; on the % scale 0 is the no-effect control and ±100 the full control effect; nearly all actives have a fitted effect of over 65% in size
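IDH1-R132H (0.5 ug/mL dispensed) in pH 7.5 Tris buffer was preincubated 30 min with compound, then given a substrate mix of 0.016 mM NADPH and 2 mM alpha-KG for 80 min at room temperature; remaining NADPH was read by diaphorase/resazurin fluorescence.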
RGS4 inh: human RGS4 inhibition; P49798; Transcreener GDP fluorescence polarization, RGS4-accelerated GTP hydrolysis; Potency, µM (titrated, usually from 114 µM), for the others: at the top dose activity change, negative = inhibition, actives largely listed as inhibitors; hit rate 0.039% among 390,000; AID 504845; further: potency means the concentration at half of the fitted maximal effect; on the % scale 0 is the no-effect control and ±100 the full control effect; nearly all actives have a fitted effect of over 75% in size; some results filed as inactive show a strong effect at the top dose
Target sequence (P49798 whole entry, looked up): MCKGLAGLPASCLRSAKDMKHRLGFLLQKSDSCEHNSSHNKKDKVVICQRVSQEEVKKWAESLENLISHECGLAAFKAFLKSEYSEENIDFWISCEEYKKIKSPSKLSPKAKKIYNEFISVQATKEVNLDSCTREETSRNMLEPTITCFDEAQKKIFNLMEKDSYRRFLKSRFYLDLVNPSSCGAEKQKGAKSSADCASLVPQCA
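MLSMR compounds (23 nl, pin-transferred) preincubated 10 min at room temperature with a 500nM (2x) first reagent, then RGS4 at 900nM (2x) plus Transcreener GDP mix added; fluorescence polarization (620/688 nm) read before and after 90 min at 30 °C.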
Vif-APOBEC3F blk: inhibitors of Vif-A3F interaction; HeLa A3F-eYFP + Vif (tagged APOBEC3F with the HIV-1 protein that degrades it), YFP fluorescence increase; Potency, µM (series often up to 46.1 µM), for inactives: at the highest dose activity, negative = active; hit rate 0.2% among 390,000; further: potency means the concentration at half of the fitted maximal effect; % of control where 0% means no effect; nearly all actives have a fitted effect of over 65% in size
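Fluorescence increase (Ex 488/Em 500-530) after overnight compound treatment at 37 deg C flags inhibition of Vif-driven A3F-eYFP loss in stable HeLa A3F-eYFP/Vif cells seeded overnight beforehand.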
LDHA block: inhibitors of human lactate dehydrogenase A. P00338. purified LDHA, NADH/diaphorase-resazurin fluorescence; hits give low values. activity change, % (values are at about 110 or 230 µM). hit rate 0.15% among 480,000; in the data active means activity change below about -30%; inconclusive means mostly about -25% to -30%;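 further: plate controls were DMSO wells for no effect and wells without enzyme for full effect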
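Human LDH5 (2 nM) was incubated with 0.06 mM NADH and 0.2 mM pyruvate for 5 min at room temperature in Tris pH 7.4. Remaining NADH was coupled through diaphorase/resazurin, and resorufin fluorescence was read at 0 and 20 min.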
* hit, by the source's call; ? = inconclusive; . = not tested or not shown; [ ] = dose if it differs, or a comment. Unless noted, the call rests on the fitted dose curve; in most records, active means well fitted curve in the direction sought with a large enough effect; inconclusive means small, poorly fitted or top-dose-only effect, or another doubt; inactive means no such curve, though single readings can be large; an effect the other way counts as inactive or inconclusive. Not all compounds are listed; the hit share may differ from the screen's.

SMILES | rTrxR1 inhibitor | GRP78 ERSR act | TrxR1 substrate | Vif-APOBEC3G blk | USP1-UAF1 inh | mIDH1 inhibitor | RGS4 inh | Vif-APOBEC3F blk | LDHA block
COc1cccc(-n2c(Cc3cc(=O)[nH]c(=O)[nH]3)nnc2SCC(=O)NC2CCCCC2)c1 | 19% | 2% | 6% | -3% | -27% | -1% | -8% | 4% | -2
CN1CCN(CC(=O)Nc2nnc(-c3cccs3)s2)CC1 | -25% | 4% | 5% | 3% | -3% | 1% | 10% | -9% | 1
COc1ccc(Cl)cc1NC(=O)CN1CCc2ccccc21 | 2%[57.1 µM] | 2% | -4%[57.1 µM] | -6% | -8% | 8% | -20% | 14% | 0
COc1ccc(C(=O)COC(=O)CN2C(=O)C3C4C=CC(C5CC45)C3C2=O)cc1 (stereo not drawn) | -15% | 2% | -13% | 1% | -17% | -2% | 0% | -12% | 3
CC1(C)CC(=O)C=C(NCC2CCCO2)C1 (stereo not drawn) | 16% | 2% | 8% | 4% | -21% | -1% | -7% | -1% | 0
Cc1ccc(S(=O)(=O)N2CCN(C(=O)/C=C/c3ccccc3)CC2)cc1C | 4% | -1% | -2% | -5% | -17% | 2% | 16% | 3% | -6
CNC(=O)c1ccc(Nc2nnc(-c3ccc(C)c(S(=O)(=O)N4CCOCC4)c3)c3ccccc23)cc1 | -3% | -1% | -1% | -6% | 0% | -17% | -22% | 3% | 0
Cc1ccc(CSc2ccc3nnc(-c4cccnc4)n3n2)cc1 | 14%[57.1 µM] | -1% | -9%[57.1 µM] | 1% | -18% | 5% | -24% | -6% | -1
CCN(CC)S(=O)(=O)c1cccc(C(=O)NC(C(=O)NNC(=O)c2ccccc2F)C(C)C)c1 (stereo not drawn) | 12% | -3% | 7% | -7% | 4% | 2% | 0% | -8% | -2
COc1ccc(N/C=C2/Sc3ccccc3NC2=O)cc1 | 12% | 8% | 2% | -2% | -13% | 1% | -8% | -8% | -8
O=C1CC(C(=O)N2CCN(c3ccc(F)cc3)CC2)CN1CCc1ccccc1 (stereo not drawn) | -6% | -6% | 9% | 1% | -17% | 0% | -23% | 3% | -1
COC(=O)CSc1nnc2n(-c3ccccc3)c(=O)c3c4c(sc3n12)COC(C(C)C)C4 (stereo not drawn) | 8% | -2% | -1% | 3% | -13% | -9% | -20% | -3% | -3
CC(=C/c1ccccc1)/C=N/NC(=O)CSc1nc(C)cc(C)n1 | -6% | -2% | -13% | 4% | -11% | -8% | -8%[11.4 µM] | -13% | 0
Cc1ccc(/C=N/Nc2nc(C)cc(C)n2)cc1 | 13%[57.1 µM] | 12% | -3%[57.1 µM] | 1% | -5% | -4% | 3% | 5% | 0
Cc1ccc(NC(=O)NNC(=O)C2CCN(Cc3ccc(F)cc3Cl)CC2)cc1 | 2% | 0% | -4% | -1% | 0% | 0% | 11% | -4% | -3
Cc1c(NC(=O)Nc2cccs2)cccc1[N+](=O)[O-] | 22% | 0% | 3% | 2% | -21% | 0% | -8% | 6% | 2
CC(C)CCN(C)C1CCN(S(=O)(=O)c2cccc(C(F)(F)F)c2)CC1 | 12% | 1% | 3% | 1% | -12% | -4% | -39% | . | -7
CC1CCN(c2cc(N3CCC(C)CC3)c([N+](=O)[O-])cc2/C=C(\C#N)c2nn(-c3ccccc3)c(N)c2C#N)CC1 | -5%[57.1 µM] | -1% | -6%[57.1 µM] | -1% | -2% | 1% | 23% | 9% | -4
Cc1nc(NC(=O)CSC2=NCCS2)sc1C(=O)N(C)C | 17% | 18% | 6% | 5% | -7% | 14% | -1% | -13% | 0
Cc1cccc(C(=O)NNS(=O)(=O)c2ccccc2[N+](=O)[O-])c1 | 2%[57.1 µM] | -1% | 2%[57.1 µM] | -1% | 5% | 0% | 9% | 7% | 3
c1cnc(Nc2nc(-c3ccc4ccccc4c3)cs2)nc1 | 42%[activator] | 6% | 13% | 0% | 0% | 3% | 8% | 1% | -1
COc1ccc(N=NC2=C(O)CC(C)(C)CC2=O)cc1 | -8% | -6% | -15% | 2% | 5% | -1% | 13% | . | -7
O=c1[nH]c2ccccc2cc1CN(CC1CCCO1)S(=O)(=O)c1ccc(Cl)cc1 (stereo not drawn) | 19% | -2% | 4% | 0% | -10% | -9% | -18% | 1% | -3
O=C1C2CCCCN2C(=O)N1CCN1CCN(c2ccc([N+](=O)[O-])cc2)CC1 (stereo not drawn) | 3% | -4% | 125%[activator] | 7% | 1% | 13% | 3% | -4% | -1
CCOC(=O)c1c(-c2ccc(F)cc2)csc1NC(=O)C1CC=CCC1C(=O)O (stereo not drawn) | -3%[57.1 µM] | -6% | 1%[57.1 µM] | -2% | -20% | 4% | -48% | -2% | -8
Additional results follow.
SMILES | rTrxR1 inhibitor | GRP78 ERSR act | TrxR1 substrate | Vif-APOBEC3G blk | USP1-UAF1 inh | mIDH1 inhibitor | RGS4 inh | Vif-APOBEC3F blk | LDHA block
COc1ccc(OCC(=O)Nc2ccc(NC(=O)c3cccs3)c(OC)c2)cc1 | 14%[57.1 µM] | -5% | 1%[57.1 µM] | -4% | 5% | -8% | -3% | -1% | -5
CC(C)C(O)(C#CCN1CCCCCC1)c1ccccc1 (stereo not drawn) | 14%[11.4 µM] | -6% | 8%[11.4 µM] | 2% | -13% | 0% | 8% | 6% | -3
O=C(Nc1ccc(N=Nc2ccccc2)cc1)c1ccc(Cl)cc1Cl | 14% | -2% | 9%[57.1 µM] | -3% | ? | 4% | -3% | -2% | -8
CCCOc1ccc(C(=O)NNC(=S)NC(=O)CC)cc1 | ? | 0% | -3%[57.1 µM] | 3% | -6% | 0% | -32% | 0% | 10
CCN(CCCNC(=O)C1CCN(S(=O)(=O)c2cccc3nonc23)CC1)Cc1ccccc1 | 4%[57.1 µM] | -3% | 7%[57.1 µM] | 0% | -16% | 2% | -20% | 0% | -4
O=C(c1ccccc1)C(c1ccccc1)c1ccccc1 | 24%[57.1 µM] | 0% | 2%[57.1 µM] | -13% | -32% | -3% | 5% | 0% | 0
O=C(COC(=O)c1c(F)cccc1F)Nc1ccc2c(c1)OCO2 | 3%[57.1 µM] | 1% | -1%[57.1 µM] | -2% | -8% | 0% | 30% | -8% | 2
CSc1ccc(-c2nc3cc(C)ccn3c2Nc2ccc(C)cc2)cc1 | -15% | -2% | 0% | 1% | 8% | -10% | -3% | -8% | -5
COc1ccc(CN2C(=O)CC(Cc3ccc(C)cc3)C2=O)cc1OC (stereo not drawn) | -13% | -6% | -8% | -3% | -19% | 1% | 27% | 7% | -4
CCCSc1cc(N2CCN(C)CC2)nc(-c2ccc(OC)cc2)n1 | -9% | -8% | -9% | -14% | -14% | -2% | -1% | -7% | -3
Cc1ccc(O)c(C(=O)c2cnc3c(c2)CN(CCC(C)C)C(=O)N3)c1 | 22%[57.1 µM] | -7% | 10%[57.1 µM] | -3% | -6% | 2% | -13%[11.4 µM] | -14% | -7
CN(C(=O)c1cccc(S(=O)(=O)N2CCCC2)c1)C1CCCCC1 | 20% | -3% | 4% | 1% | -22% | 4% | 8% | 2% | -2
CCN(CC)S(=O)(=O)c1ccc(C(=O)NCCc2ccccn2)cc1 | 14%[57.1 µM] | 1% | 9%[57.1 µM] | 4% | -15% | 1% | 4% | 1% | -7
COc1ccc(OC)c(CNC(=O)C(C)n2c(C)c3cnn(-c4ccccc4)c(=O)c3c2C)c1 (stereo not drawn) | -6% | . | 63%[activator] | . | ? | . | 9% | . | -5
C#CCOc1nc(OCC#C)nc(OCC#C)n1 | 11%[57.1 µM] | 1% | 6%[57.1 µM] | -1% | 1% | 8% | 7%[11.4 µM] | 1% | -7
COc1ccc(NC(=O)N(C)C[C@H]2Oc3c(NC(=O)Nc4ccccc4)cccc3C(=O)N([C@H](C)CO)C[C@@H]2C)cc1 | 6% | -4% | 2% | -1% | -34% | 0% | -9% | -2% | 1
O=C(CN1C(=O)CC(c2ccco2)Sc2ccccc21)Nc1ccc(OC(F)(F)F)cc1 (stereo not drawn) | 10% | -2% | -2% | -2% | -18% | -12% | 2% | -2% | -4
CCOc1ccc(C(=O)O/N=C(\N)c2ccccn2)cc1 | 15% | -14% | 2% | -12% | -25% | -8% | -8% | 3% | -3
COCCOC(=O)C1=C(C)NC(=O)NC1c1cccs1 (stereo not drawn) | 22%[0.457 µM] | -3% | -21%[57.1 µM] | 0% | -20% | 0% | -8% | -2% | -3
CCc1nn(-c2cc(Oc3ccccc3)nc(-c3ccccc3)n2)c(N)c1C#N | 1% | -1% | -6% | -5% | -2% | -2% | -34% | -3% | -5
Cc1cccc(C(=O)OCC(=O)N2CCCCCC2)c1 | -13% | -2% | -8% | 4% | -6% | 1% | -8% | 11% | -5
O=C(O)c1ccc2c(c1)CC(c1ccccc1)OC2=O (stereo not drawn) | 2% | -2% | -5% | -15% | -21% | -1% | 14% | -3% | -5
Cc1cc(OCC(=O)NC(C)C)ccc1Cl | 5% | -2% | -5% | 8% | -1% | 0% | 42% | -2% | -13
